# Mtb RmlCD inh – M. tuberculosis RmlC/RmlD inhibition; P9WH09+P9WH11; RmlC+RmlD coupled enzyme assay, percent inhibition; primary screen in compound mixtures; inhibition, % at 3.6 µM; 160,000 compounds, 0.03% hits; AID 1533; in the data active = inhibition mostly above about 34%, no sharp cut-off; also: some results filed as inactive read as strong as hits
# Target sequence (P9WH09 whole entry, looked up): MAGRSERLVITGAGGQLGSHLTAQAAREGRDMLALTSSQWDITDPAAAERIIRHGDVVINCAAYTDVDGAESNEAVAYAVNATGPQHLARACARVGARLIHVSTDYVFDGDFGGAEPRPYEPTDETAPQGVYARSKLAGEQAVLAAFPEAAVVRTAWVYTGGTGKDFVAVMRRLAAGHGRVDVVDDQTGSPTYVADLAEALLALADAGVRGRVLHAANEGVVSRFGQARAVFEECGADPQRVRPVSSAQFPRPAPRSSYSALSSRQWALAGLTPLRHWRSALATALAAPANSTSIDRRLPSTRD
# Target sequence (P9WH11 whole entry, looked up): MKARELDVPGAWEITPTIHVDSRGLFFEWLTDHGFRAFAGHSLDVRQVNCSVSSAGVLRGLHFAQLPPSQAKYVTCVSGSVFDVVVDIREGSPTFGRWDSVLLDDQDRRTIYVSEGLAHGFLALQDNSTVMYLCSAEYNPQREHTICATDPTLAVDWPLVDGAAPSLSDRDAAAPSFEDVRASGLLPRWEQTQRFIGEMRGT
# GlmU inhibition – inhibition of mycobacterial GlmU enzyme – biochemical, glucosamine-1-phosphate acetyltransferase (AID 1376). M. tuberculosis GlmU acetyltransferase enzyme assay; higher % means a stronger effect. one-dose inhibition, %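 (tested at 30 µM in the primary screen)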; IC50 in µM for titrated hits. 220,000 compounds, 0.25% hits; in the data active = inhibition above about 13%;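 also: 0% = complete reaction with vehicle and 100% = reaction without substrate; strong numbers were not always called active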
# The depositor's hits bear a star; . = no result given; & = joins results of further samples.
SMILES,Mtb RmlCD inh,GlmU inhibition
CC1CCCN(CC(=O)N2CCCc3ccccc32)C1 (stereo unspecified),.,-3.4%
c1ccc(-c2ccc(OCCCNC3CCCC3)cc2)cc1,-2,-8.2%
Cc1ccc(NC(=O)Nc2ccc(F)c(Cl)c2)cc1,-7,-3.5%
Cn1nc(-c2ccc(C(=O)Nc3ccc(F)cc3)cc2)c2ccccc2c1=O,5,-3.7%
COc1ccccc1CN(C)C(=O)C1COc2ccccc2O1 (stereo unspecified),13,0.0%
COC(=O)c1ccccc1NC(=S)NC(=O)c1ccccc1F,-3,3.6%
CCN(CC)S(=O)(=O)c1ccc(N2CCOCC2)c(NC(=O)COc2ccccc2C#N)c1,-5,-0.2%
COc1ccc(OC)c(NC(=O)C2CCCCC2)c1,6,-0.7%
COCC1CCN(Cc2cn(C)nc2-c2cccc(Cl)c2)C1 (stereo unspecified),9,-4.5%
CSC1=NCCN1C(=O)c1ccc(S(=O)(=O)N2CCCC2)cc1,14,2.6%
CCCCN(C(=O)CSc1nncn1-c1ccccc1OC)c1c(N)n(Cc2ccccc2)c(=O)[nH]c1=O,19,-1.4%
Oc1cccc(C(=S)N2CCN(Cc3ccccc3)CC2)c1,6,3.1%
CC1=C(SCCC#N)S/C(=C2\SC(C)=C(SCCC#N)S2)S1,.,2.4%
Cc1cc(=O)[nH]c(SCC(=O)c2ccc(C(C)C)cc2)n1,.,0.5%
NC(=O)c1cnn(-c2ccc3ccccc3c2)c1N,9,-2.9%
CC1=C(C(=O)OCc2ccccc2)C(c2ccc(-c3ccccc3)cc2)NC(=O)N1CCCCCC(=O)O (stereo unspecified),.,1.5%
CC(C)(C)S(=O)(=O)/C(C#N)=C/Nc1ccccn1,4,0.4%
CN(Cc1ccccc1)S(=O)(=O)c1ccc2c(c1)NC(=O)CC(=O)N2,-5,-1.1%
Cc1nn(Cc2ccc(F)cc2)c(C)c1NC(=O)c1cc(-c2ccc3c(c2)OCO3)on1,.,4.9%
Cc1ccc(N(CN2CCCC2=O)C(=O)c2ccc(OC(C)C)cc2)cc1,9,-1.1%

# Whole records from above. Values in the order: Mtb RmlCD inh, GlmU inhibition
# COC(=O)c1ccccc1NC(=S)NC(=O)c1ccccc1F in the list: -3, 3.6%
# Cc1ccc(NC(=O)Nc2ccc(F)c(Cl)c2)cc1 in the list: -7, -3.5%
# Oc1cccc(C(=S)N2CCN(Cc3ccccc3)CC2)c1 in the list: 6, 3.1%

# Continuation.
SMILES,Mtb RmlCD inh,GlmU inhibition
N#C/C(=C\c1c(Cl)cccc1Cl)c1nn(-c2ccccc2)c(-n2cccc2)c1C#N,8,-1.7%
COc1cccc(C(=O)NNC(=O)c2ccccc2-n2cccc2)c1,8,-0.9%
CCOc1ccccc1N1CCN(Cc2cn[nH]c2-c2ccc(F)cc2)CC1,5,-4.4%
COc1ccccc1NC(=O)CN(C)S(=O)(=O)c1ccc2c(c1)CCC(=O)N2,9,4.2%
C/C(CCc1ccccc1)=N/NC(=O)C(=O)NCc1ccccc1,7,-1.9%
Fc1ccc(CSc2nnc(CN3CCOCC3)n2-c2ccccc2)c(Cl)c1,5,-4.6%
CCCC1=Nc2cc(C(=O)NCCCOC(C)C)ccc2Sc2ccccc21,.,-4.3%
CC(=O)O/N=C(/C)c1ncc(C(F)(F)F)cc1N1CCOCC1,12,3.2%
O=C(CN1CCC(Cc2ccccc2)CC1)NC(=O)NCc1ccco1,.,-0.9%
COCCCn1c(SCC(=O)OC2CCCCC2)nnc1-c1cccs1,-5,1.5%
CCCCN(CCCC)C(=S)N/N=C/c1c(C)[nH]n(-c2ccccc2)c1=O,-7,1.3%
COc1ccc(/C=N/n2cnn(Cc3ccccc3Cl)c2=S)cc1,9,-3.2%
COc1cccc(OCc2nnc(SCC(=O)NCc3ccco3)n2CCc2ccccc2)c1,2,6.5%
O=C(NCc1ccccc1)Nc1cccn(Cc2ccc(F)cc2)c1=O,-1,7.7%
COc1ccc(C(CC(=O)NCc2ccccc2)Sc2n[nH]c(-c3ccccc3)n2)cc1 (stereo unspecified),2,2.4%
COc1ccc(CCNC(=O)C2CCCN(S(C)(=O)=O)C2)cc1OC (stereo unspecified),1,-4.2%
CCOc1c(OC)cc(C2C(C#N)=C(N)Oc3n[nH]c(-c4ccncc4)c32)cc1OC (stereo unspecified),.,-1.6%
O=C(COC(=O)/C=C/c1ccccc1)Nc1ccccc1Br,-3,1.8%
COC(=O)c1ccc(Sc2ccc(Cl)cc2)c(N)c1,5,3.8%
CC(=O)N1CCN(CC(=O)Nc2sccc2C#N)CC1,-12,2.9%

# Looked up by compound from the entries so far (2):
SMILES,Mtb RmlCD inh,GlmU inhibition
O=C(NCc1ccccc1)Nc1cccn(Cc2ccc(F)cc2)c1=O,-1,7.7%
O=C(CN1CCC(Cc2ccccc2)CC1)NC(=O)NCc1ccco1,.,-0.9%

# The results go on:
SMILES,Mtb RmlCD inh,GlmU inhibition
CCOc1ccc(NC(=O)CSc2nc3[nH]ncc3c(=O)n2-c2ccccc2OC)cc1,5,2.5%
CCC12CN3CC(CC)(CN(C1)C31C(=O)N(C)c3ccc(C)cc31)C2=O (stereo unspecified),.,-1.2%
O=C(CC(=O)c1ccccc1O)c1ccc(F)cc1,-4,2.4%
Cc1ccc(/C=N/n2cnc3sc(C)c(C)c3c2=O)o1,-4,6.8%
O=C(O)c1ccc(F)c(S(=O)(=O)Nc2ccccc2)c1,41,-1.6%
CCNC(=S)N1CCC(C(=O)c2ccc3c(c2)OCCO3)CC1,.,2.3%
O=C(CN1CCN(S(=O)(=O)c2ccc(Br)cc2)CC1)Nc1ccccc1F,3,-2.5%
O=[N+]([O-])c1cc2c(cc1C=Nc1ccccc1)OCO2,.,1.6%
Cc1ccc(NC(=O)NCCCN2CCCC2=O)cc1,8,0.3%
CC(=O)Nc1ccc(S(=O)(=O)N2CCSCC2)cc1,-7,-0.3%
Cc1ccccc1N=C(NOCc1ccccc1)c1nonc1N,-9,3.0%
Cc1ccc(/C=C/C(=O)NCCCn2ccnc2)cc1,-9,-7.4%
COC(C/C=C\[C@H](O)[C@H](C)OCc1ccccc1)OC,.,2.9%
O=[N+]([O-])c1cccc(-c2n[nH]c(=S)n2-c2ccc(Br)cc2)c1,-16,2.4%
O=C(CCCN1C(=O)CSc2ncccc21)N1CCN(c2cccc(C(F)(F)F)c2)CC1,.,-5.9%
CCOC(=O)N1CCC(NC(=O)CCS(=O)(=O)c2ccc3c(c2)CCN3C(=O)CC)CC1,9,-0.1%
O=C(c1cccs1)N1N=C(c2ccc(O)cc2)CC1c1ccccc1 (stereo unspecified),5,-0.2%
Cc1ccc(O)c(C(=O)c2cc(C#N)c(=O)n(-c3nccs3)c2)c1,.,-3.2%
CN(Cc1ncc[nH]1)Cc1cn(-c2ccccc2)nc1-c1ccc2c(c1)OCO2,12,-1.1%
CCCOc1ccc(C(=O)NCc2cccnc2)cc1,-4,2.9%

# Next part (5 carried over from the part before).
SMILES,Mtb RmlCD inh,GlmU inhibition
CCOC(=O)N1CCC(NC(=O)CCS(=O)(=O)c2ccc3c(c2)CCN3C(=O)CC)CC1,9,-0.1%
O=C(c1cccs1)N1N=C(c2ccc(O)cc2)CC1c1ccccc1 (stereo unspecified),5,-0.2%
Cc1ccc(O)c(C(=O)c2cc(C#N)c(=O)n(-c3nccs3)c2)c1,.,-3.2%
CN(Cc1ncc[nH]1)Cc1cn(-c2ccccc2)nc1-c1ccc2c(c1)OCO2,12,-1.1%
CCCOc1ccc(C(=O)NCc2cccnc2)cc1,-4,2.9%
CC1Cc2nc(SCC(=O)OCc3ccccc3)n(C)c(=O)c2S1 (stereo unspecified),-5,1.7%
CCCCn1c(CCn2nc(C)c(Br)c2C)n[nH]c1=S,-4,2.7%
Cc1cc(C(=O)N2CCN(CCc3ccccc3)CC2)no1,7,3.1%
CCOC(=O)N1CCN(C(=O)c2ccc3c(=O)n(-c4ccc(OC)cc4)c(=S)[nH]c3c2)CC1,7,-0.7%
Cc1ccc(NC(=O)C2C(c3ccccc3)C2(Cl)Cl)c(C)c1 (stereo unspecified),-9,0.8%
O=C(Nc1ccccc1OC(=O)N1CCCCC1)N1CCCCC1,15,3.4%
Cc1cc(OCC(=O)c2ccc(F)cc2)ccc1N1C(=O)CCC1=O,8,-5.2%
Cc1ccc(/C=c2\sc3nc(-c4ccccc4Br)nn3c2=O)o1,10,.
O=[N+]([O-])c1ccc(C(=S)N2CCC(Cc3ccccc3)CC2)cc1,-8,2.4%
CCc1ccc2c(c1)/C(=N/OC)C(=O)N2,4,1.7%
O=C(CC(=O)N/N=C/c1ccccc1)NCc1ccccc1,-16,5.5%
N#CC1=C2N=C(N)c3ccccc3N2C2=C(C(=O)CCC2)C1c1ccc(F)cc1 (stereo unspecified),-17,-3.0%
COc1ccc(CNC(=O)COC(=O)/C=C/c2cccs2)cc1,.,3.5%
O=C(NCCCN1CCN(CCCNC(=O)c2cccc([N+](=O)[O-])c2)CC1)c1cccc([N+](=O)[O-])c1,.,-1.9%
O=C(CN(Cc1ccc2c(c1)OCO2)C(=O)CNC(=O)c1ccco1)NC1CCCCC1,.,3.9%
CC(C)(C)SCCNC(=O)Nc1ccccc1,-5,-6.7%
CC1(c2ccc(OC(F)F)cc2)NC(=O)N(/N=C/c2c(O)ccc3ccccc23)C1=O (stereo unspecified),3,1.9%
NC(=O)c1nn(-c2ccccc2)c(=O)cc1O,.,-3.6%
CC(=O)Nc1cccc2c1OCCO2,1,-0.7%
CC(C)(/C=N/O)/[N+]([O-])=C/c1ccccc1C(F)(F)F,-11,.
Cn1ncc([N+](=O)[O-])c1C(=O)NCc1ccccc1,0,7.6%
COc1cccc(N(C(=O)c2nc3nccc(C)n3n2)c2nc3ccccc3s2)c1,3,-1.6%
CCCCn1c(=O)c(Cc2ccccc2)c(O)c2ccccc21,21,.
CCOc1ccc(OCC)c(NC(=O)Nc2ccc3c(c2)N(C)C(=O)CS3)c1,9,3.2%
CCn1c(SCC(=O)c2cc(OC)ccc2OC)nnc1C(C)C,3,0.6%
CC(=O)NC(O)C(=O)c1ccco1 (stereo unspecified),.,3.5%
Cc1ccc(-c2c(C)n([O-])c3c([n+]2=O)CCC3)cc1,-13,-1.6%
Cc1ccc(N(C(=O)c2ccc(S(=O)(=O)N3CCOCC3)cc2)C2C=CS(=O)(=O)C2)cc1C (stereo unspecified),-17,0.4%
COc1ccc(Cc2nc3ccccc3n2C)cc1,37,-6.6%
COc1ccc(C2=NN(c3ccccc3)C(c3cn(CCC(=O)O)nc3-c3ccccc3)C2)cc1 (stereo unspecified),3,3.6%
Nc1nnc(-c2cccnc2)s1,-4&-6,2.9%&7.6%
CCOC(=O)C1CCN(C(=O)COC(=O)c2cccc(F)c2)CC1,-7,3.2%
COc1cccc(C(=O)N(Cc2cccs2)C2CCS(=O)(=O)C2)c1 (stereo unspecified),.,1.7%
Cn1nc(C(F)(F)F)c(-c2ccccc2)c1NC(=O)CCC(=O)O,12,-2.9%
CSc1nsc(SC)c1NC(=O)OC1CCCCC1,.,1.9%
O=C(Nc1ccc2c(c1)OCCO2)c1cccnc1Oc1ccccc1,-1,0.5%
CC(NS(=O)(=O)c1ccc(Cl)cc1)C(=O)NCCC1=CCCCC1 (stereo unspecified),.,1.2%
Cc1cc(Cl)ccc1OCC(=O)Nc1ccccc1NS(=O)(=O)c1cccs1,5,3.2%
O=C(NN=C1CCCCCCCCCCC1)c1ccncc1,2,3.7%
CC(/C=N/n1c(-c2cccnc2)n[nH]c1=S)=C\c1ccccc1,.,5.9%
CC(=O)c1cn(CC(=O)Nc2ccccc2)c2ccccc12,.,2.8%
Cc1cc(-c2ccco2)n2c(nc3ccccc32)c1C#N,.,8.2%
COc1ccc(NC(=O)Cn2nnc(-c3ccccc3F)n2)cc1Cl,.,1.1%
N#CCSc1nc(Nc2ccc3c(c2)OCO3)c2ccccc2n1,.,1.4%
CC(=O)Nc1ccc(C(=O)OCC(=O)N(C)C2CCCCC2)cc1,82,3.1%
O=C(Nc1ccc(Br)cn1)c1cccc(-c2cc3ccccc3oc2=O)c1,3,-1.8%
O=C(NCCc1ccncc1)C12CC3CC(CC(C3)C1)C2,6,1.1%
Cc1cc(OCC(=O)Nc2ccc3oc(-c4ccncc4)nc3c2)ccc1Cl,-13,1.4%
COc1ccc(OCC(=O)Nn2c(-c3cccc(OC)c3)nc3ccccc3c2=O)cc1,.,8.5%
Cc1cc(Br)cn2cc(C(=O)O)nc12,-6,-4.2%
O=C(COC(=O)c1ccc(Cl)c(S(=O)(=O)N2CCCCCC2)c1)Nc1ccccc1,-7,0.6%
C/C(=N\NC(=O)COc1ccc(C#N)cc1)c1ccccc1OC(F)F,8,-3.8%
COc1ccc(OC)c(NC(=O)c2ccc(CSc3ncccn3)cc2)c1,-6,-2.4%
Cc1cc(C)cc(NC(=O)c2ccc3nc[nH]c3c2)c1,-12,-1.5%
O=C(NCCc1ccccc1)C1CCN(S(=O)(=O)c2ccc(Br)s2)CC1,.,-1.0%
c1ccc(-c2csc3ncnc(NCC4COc5ccccc5O4)c23)cc1 (stereo unspecified),8,-6.5%
CC1=NNC(=O)/C1=C\c1cn(-c2ccccc2)nc1-c1ccc(F)cc1,1,-8.4%
COc1ccc(NC(=O)COC(=O)c2cnccn2)cc1Cl,.,-2.3%

# High-throughput results (PubChem)

# Not all compounds are listed; count on the stated rates, not on these rows.
